# Mcl1 Bid PPI – disrupts binding of human Mcl-1 to Bid peptide. TR-FRET Mcl-1/Bid-Dy647 peptide binding, 1536-well. inhibition, % at 21.7 µM. actives 0.97% (n = 220,000);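 active = compounds that cut the binding signal by more than half at the single screening dose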;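 note: His-tagged Mcl-1 with europium anti-His antibody binding Bid BH3 peptide; 0% = Mcl-1 plus peptide wells and 100% = peptide-only wells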
# Bim-Mcl-1 – human Bim-Mcl-1 interaction inhibition | Q07820 | Bead-based flow cytometry, Bim peptide-Mcl-1 binding | inhibition, % at 10 µM | actives 0.1% (n = 190,000) | AID 1009; in the data active = inhibition above about 40%;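 note: 0% = no compound tracer wells and 100% = peptide blocker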
# RGS4-Gao reg – modulates binding of RGS4 to human Galphao | actives 0.33% (n = 220,000) | AID 1415 | binding response (% of control), % at 10 µM | Multiplexed bead flow cytometry; actives lie on both sides; in the data active = binding response below about 49% or above about 150%; inactive = in between;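 note: fluorescent Galphao activated with aluminum fluoride binding bead-coupled RGS4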
# Target sequence (P09471 whole entry, looked up): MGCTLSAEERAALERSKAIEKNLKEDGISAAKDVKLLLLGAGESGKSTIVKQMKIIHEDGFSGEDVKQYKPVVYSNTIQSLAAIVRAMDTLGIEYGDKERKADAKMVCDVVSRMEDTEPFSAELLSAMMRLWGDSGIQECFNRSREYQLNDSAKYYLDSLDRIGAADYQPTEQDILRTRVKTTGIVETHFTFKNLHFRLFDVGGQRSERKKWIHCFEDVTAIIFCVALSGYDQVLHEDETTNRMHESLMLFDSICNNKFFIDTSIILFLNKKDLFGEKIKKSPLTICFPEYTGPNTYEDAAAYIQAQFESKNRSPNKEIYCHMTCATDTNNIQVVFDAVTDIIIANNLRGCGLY
# Pf gamet viab – kills late stage P. falciparum gametocytes | actives 0.065% (n = 150,000) | inhibition, % at 10.9 µM | P. falciparum stage V gametocytes, ATP luminescence, 24 h | AID 743093;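 active = inhibition above the mean plus 3 SD of compounds within the control limits, set per campaign, cut at about 38% in these data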;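 note: 0% = DMSO wells and 100% = medium only without gametocytes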
# GSH fluor – GSH bead compound fluorescence profile | fluorescence (KMESF) at 10 µM | actives 0.25% (n = 190,000) | AID 1776 | GSH beads flow cytometry, compound fluorescence 488/530 nm; active compounds read high; in the data active = fluorescence above about 89;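 note: glutathione beads carrying GST-tagged Bcl family fusion proteins plus one bare bead set; values are compound well signal with DMSO vehicle wells as background; inactives centre near 16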
# Mcl1 Noxa PPI – Mcl-1/Noxa interaction inhibition | AID 1022 | actives 1.5% (n = 220,000) | inhibition, % at 21.7 µM | Q07820 | TR-FRET Mcl-1/Noxa peptide binding, 2 h;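 active = compounds that cut the protein-peptide binding signal by more than 50% relative to plate controls in a single-dose test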;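 note: His-tagged Mcl-1 with rhodamine Noxa BH3 peptide and terbium anti-His antibody; 0% = Mcl-1 plus Noxa peptide wells and 100% = peptide-only wells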
# RGS8-Gao reg – human RGS8-Galphao interaction regulation | AID 1423 | P09471 | response (percent of control binding), % at 10 µM | multiplexed bead flow cytometry, RGS8-Galphao binding; actives lie on both sides | actives 0.34% (n = 220,000); in the data active = response below about 60% or above about 140%; inactive = in between;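 note: Galphao activated as the GDP aluminium fluoride complex binding bead-coupled RGS8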
# ABCG2 block – human ABCG2 inhibition, ABCB1 as counter-screen | Q9UNQ0 | IgMXP3 cells, JC-1 efflux, flow cytometry | inhibition, % at 6.6 µM | actives 0.1% (n = 190,000) | AID 1325;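 active = inhibition above 80%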;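 note: 0% = DMSO and 100% = nicardipine control wells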
# Target sequence (Q9UNQ0 whole entry, looked up): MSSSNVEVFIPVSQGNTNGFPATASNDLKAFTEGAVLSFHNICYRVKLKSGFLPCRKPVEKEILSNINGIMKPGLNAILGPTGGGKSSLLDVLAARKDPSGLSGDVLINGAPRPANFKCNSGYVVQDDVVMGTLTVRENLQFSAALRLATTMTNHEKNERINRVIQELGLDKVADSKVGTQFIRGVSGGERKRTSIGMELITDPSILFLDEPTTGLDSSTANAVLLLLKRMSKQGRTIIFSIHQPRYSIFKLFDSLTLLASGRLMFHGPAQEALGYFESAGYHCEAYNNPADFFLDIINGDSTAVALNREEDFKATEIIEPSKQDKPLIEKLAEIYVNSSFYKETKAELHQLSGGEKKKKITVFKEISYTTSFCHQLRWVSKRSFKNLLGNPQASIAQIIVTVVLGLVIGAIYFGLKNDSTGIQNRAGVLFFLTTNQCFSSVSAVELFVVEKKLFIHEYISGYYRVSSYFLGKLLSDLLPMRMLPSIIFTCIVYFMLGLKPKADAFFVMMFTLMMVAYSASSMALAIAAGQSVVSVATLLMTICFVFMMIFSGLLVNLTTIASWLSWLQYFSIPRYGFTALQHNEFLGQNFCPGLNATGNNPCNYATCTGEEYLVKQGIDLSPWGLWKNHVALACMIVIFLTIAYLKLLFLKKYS
#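 Test system: IgMXP3 (ABCG2) plus far-red-tagged CCRF-Adr (ABCB1) cells / Amount: 3 million cells/mL in well / Reagent: JC-1 transporter substrate / Timing: 10 min compound exposure, 25 °C / Signal: flow cytometry, 530 nm JC-1 signal / Read-out: percent efflux inhibition, scaled nicardipine 100% to DMSO 0% / Benchmarks: nicardipine as high control, DMSO as low control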
# Avidin bead fluor – avidin bead compound fluorescence profile. Avidin beads, compound fluorescence 488/530 nm, flow cytometry; active compounds read high. fluorescence (KMESF) at 10 µM. actives 0.38% (n = 220,000). AID 1775; in the data active = fluorescence above about 47; note: inactives centre near 10
# ABCB1 inh – inhibitors of human ABCB1 transporter, ABCG2 counter-screen. P08183. CCRF-Adr cells, JC-1 efflux, flow cytometry. inhibition, % at 6.6 µM. actives 0.067% (n = 190,000); in the data active = inhibition above about 40%;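 note: 0% = vehicle and 100% = reference inhibitor; higher value means more JC-1 retained so stronger ABCB1 efflux block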
# RGS7-Gao reg – human RGS7-Galphao interaction regulation; P09471; Multiplexed bead flow cytometry, RGS7-Galphao binding; actives lie on both sides; binding response (% of control), % at 10 µM; actives 0.35% (n = 220,000); in the data active = binding response below about 49% or above about 150%; inconclusive = no clear call, values can overlap the other calls; inactive = in between;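 note: fluorescent Galphao held in activated GDP-AlF4 state binding bead-coupled RGS7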
# * marks the source's active call; other numbers are inactive results; ? = inconclusive; · = no result given.
# Values run as follows: Mcl1 Bid PPI	Bim-Mcl-1	RGS4-Gao reg	Pf gamet viab	GSH fluor	Mcl1 Noxa PPI	RGS8-Gao reg	ABCG2 block	Avidin bead fluor	ABCB1 inh	RGS7-Gao reg
1	COC(=O)c1ccc(CNC(=O)COC(=O)COc2ccc(OC)cc2)cc1
    1	-4	101	5	6	1	99	4	23	0.3	102
2	O=C(NCCOc1cccc(Cl)c1Cl)c1cc(-n2cnnc2)ccc1Cl
    -38	0	103	·	81	13	97	3	11	0.6	100
3	Cc1ccc(NC(=O)c2c(C)nc3ccccn23)cc1C
    1	1	99	24	14	14	98	4	9	0.8	102
4	CCC(C)N(C(=O)COC(=O)/C=C/c1ccc(O)c(OC)c1)C1CCS(=O)(=O)C1 (centres undefined)
    -29	-3	102	·	10	-3	101	2	9	-0.1	100
5	CCOc1ccc2nc(N3CCC(C(=O)NCCCN4CCOCC4)CC3)sc2c1
    -67	·	100	15	·	14	100	·	5	·	?
6	C(=N/n1c2ccccc2c2ccccc21)/c1ccco1
    23	1	122	-21	23	42	120	1	8	0.0	124
7	COc1ccccc1NC(=O)N1C2CCCC1CC(NC(=O)c1ccccc1)C2 (centres undefined)
    -17	1	98	-18	21	1	99	4	5	0.8	104
8	Cc1ccc(C(=O)N/N=C\c2ccc(-c3ccc(Cl)c(Cl)c3)o2)cn1
    -12	·	105	7	·	-6	101	·	14	·	?
9	COC(=O)C1=NNCC12CC(=O)N(c1ccc(Br)cc1)C2=O (centres undefined)
    -18	-8	106	-16	19	8	110	-1	10	-0.2	107
10	CC(CCCC(C)(C)O)NC(=O)c1cc(COc2ccc3ncccc3c2)on1 (centres undefined)
    -46	0	85	11	11	8	94	-1	8	0.7	?
11	CC(C)Cc1nc2ccccc2n1CCc1ccccc1
    9	-1	100	·	24	12	105	13	5	1.2	101
12	Cc1nnc(NC(=O)C2(c3ccccc3)CCOCC2)s1
    -10	-1	103	·	27	3	103	0	37	0.1	100
13	C[C@H](NC(=O)OCc1ccccc1)C(=O)NNC(=O)[C@H](Cc1ccccc1)NC(=O)OC(C)(C)C
    -33	·	102	-9	·	16	101	·	8	·	?
14	COC(=O)c1cccc(CSc2nc3ccccc3[nH]2)c1
    8	-3	100	-1	7	1	84	1	1	0.5	102
15	COCCCNCCCCSc1ccc(Cl)cc1
    1	-5	103	·	11	29	98	0	6	-0.1	96
16	Cc1ccc(Nc2ccc(NCc3ccccc3)nn2)cc1C
    -58	-2	103	-16	10	10	107	7	5	0.6	104
17	O=C(c1ccco1)n1c(=S)nc2ccccn21
    -40	0	99	·	8	3	100	0	9	-0.6	103
18	O=C(NCCc1ccccc1)C1CC(=O)N(C2CCCCCC2)C1 (centres undefined)
    -7	0	103	-27	13	14	103	1	40	0.2	102
19	Cc1ccc(-n2c(SCC(N)=O)nc3c(c2=O)C2(CCCC2)Cc2ccccc2-3)cc1
    0	-2	86	·	15	6	97	2	14	0.5	90
20	Cc1cc(C)nc(NC(=O)c2ccc(Cl)cc2)n1
    -9	0	102	0	12	-20	101	6	16	0.6	107
21	CC(C)c1ccc(CNC(=O)C(=O)Nc2nccs2)cc1
    -41	-4	103	·	20	9	99	9	9	0.6	104
22	COc1ccc(O[C@H]2C=C[C@@H](c3ccccc3)O[C@@H]2COC(=O)CC/C(C)=N/OC[C@@H](O)[C@H]2O[C@@H]3OC(C)(C)O[C@@H]3[C@H]2O)cc1
    -3	-1	104	·	18	11	102	3	9	1.4	105
23	CC(=O)c1cccc(NC(=O)Cn2c(=O)oc3cc(S(=O)(=O)N4CCCC4)ccc32)c1
    -35	·	92	0	·	-26	95	·	5	·	?
24	CC(C(=O)Nc1cccnc1)N1C(=O)c2ccccc2C1=O (centres undefined)
    -5	0	93	·	8	-4	97	1	15	0.1	93
25	Cc1cccc(N=Nc2c(C)[nH]n(-c3ccccc3)c2=O)c1
    -29	0	104	·	11	4	105	23	10	0.1	103
26	CC(C)C(NS(=O)(=O)c1cccs1)C(=O)NCCN1CCN(c2ccccc2)CC1 (centres undefined)
    -30	1	112	·	10	2	104	2	20	0.4	104
27	CC(C)n1c(-c2ccc(C(C)(C)C)cc2)n[nH]c1=S
    -43	-5	104	-4	16	30	101	0	10	-0.1	106
28	CC(C)(C)c1ccc(C(=O)N/C(=C\c2cccs2)C(=O)NCc2ccco2)cc1
    -7	-3	103	-10	13	16	102	1	33	0.6	103
29	Cc1ccc(NC(=O)C(=O)NCCOc2ccccc2Cl)cc1
    -34	-6	92	·	9	-17	94	3	4	0.1	91
30	Clc1ccc(Nc2ncnc3c2cnn3-c2ccccc2)cc1
    21	-2	99	·	15	8	99	3	23	0.1	97
31	O=C(CCS(=O)CCC(=O)NCc1ccccc1)NCc1ccccc1
    -20	-3	100	·	52	4	102	2	7	0.3	97
32	CC1CCCCC1NS(=O)(=O)c1ccc(-n2cnnn2)cc1 (centres undefined)
    -27	1	99	9	15	10	100	3	4	1.1	99
33	Cc1cc(C(=O)Nc2cccc(/C=C/C(=O)O)c2)c(C)o1
    3	-3	104	3	25	12	101	0	12	0.0	101
34	CC[C@@H](NS(=O)(=O)c1ccc(C)cc1)C(=O)Oc1ccc2c3c(c(=O)oc2c1)CCC3
    4	-1	82	7	8	0	63	19	1	27	86
35	CNC(=O)Cn1nc(-c2ccc(C)c(S(=O)(=O)N(C)C)c2)c2ccccc2c1=O
    -7	-8	101	10	16	-25	104	1	5	0.1	103
36	COc1cc(NC(=O)C2CC(=O)NC3=C2C(=O)CCC3)cc(OC)c1 (centres undefined)
    -4	-3	96	·	19	-3	98	2	33	0.5	99
37	CCCOc1ccc(C(=O)C(c2ccccc2)N2CCOCC2)cc1 (centres undefined)
    10	-1	94	·	23	29	94	0	2	0.1	96
38	COc1ccccc1NC(=S)NC(=O)c1ccc(-c2ccc(Cl)cc2)o1
    15	0	90	·	14	0	88	-1	22	-0.1	97
39	Cc1cc([N+](=O)[O-])nn1CCC(=O)NC1CCCCCC1
    -9	-4	98	8	5	-8	96	0	12	-0.3	92
40	N#C/C(=C\c1c(F)cccc1Cl)S(=O)(=O)c1ccccn1
    -11	·	103	3	·	24	100	·	7	·	?

# A different layout for some results above.
[21] CC(C)c1ccc(CNC(=O)C(=O)Nc2nccs2)cc1
  Mcl1 Bid PPI: -41	Bim-Mcl-1: -4	RGS4-Gao reg: 103	Pf gamet viab: ·	GSH fluor: 20	Mcl1 Noxa PPI: 9	RGS8-Gao reg: 99	ABCG2 block: 9	Avidin bead fluor: 9	ABCB1 inh: 0.6	RGS7-Gao reg: 104
[22] COc1ccc(O[C@H]2C=C[C@@H](c3ccccc3)O[C@@H]2COC(=O)CC/C(C)=N/OC[C@@H](O)[C@H]2O[C@@H]3OC(C)(C)O[C@@H]3[C@H]2O)cc1
  Mcl1 Bid PPI: -3	Bim-Mcl-1: -1	RGS4-Gao reg: 104	Pf gamet viab: ·	GSH fluor: 18	Mcl1 Noxa PPI: 11	RGS8-Gao reg: 102	ABCG2 block: 3	Avidin bead fluor: 9	ABCB1 inh: 1.4	RGS7-Gao reg: 105
[23] CC(=O)c1cccc(NC(=O)Cn2c(=O)oc3cc(S(=O)(=O)N4CCCC4)ccc32)c1
  Mcl1 Bid PPI: -35	Bim-Mcl-1: ·	RGS4-Gao reg: 92	Pf gamet viab: 0	GSH fluor: ·	Mcl1 Noxa PPI: -26	RGS8-Gao reg: 95	ABCG2 block: ·	Avidin bead fluor: 5	ABCB1 inh: ·	RGS7-Gao reg: ?
[24] CC(C(=O)Nc1cccnc1)N1C(=O)c2ccccc2C1=O (centres undefined)
  Mcl1 Bid PPI: -5	Bim-Mcl-1: 0	RGS4-Gao reg: 93	Pf gamet viab: ·	GSH fluor: 8	Mcl1 Noxa PPI: -4	RGS8-Gao reg: 97	ABCG2 block: 1	Avidin bead fluor: 15	ABCB1 inh: 0.1	RGS7-Gao reg: 93

# Next section:
# Values run as follows: Mcl1 Bid PPI	Bim-Mcl-1	RGS4-Gao reg	Pf gamet viab	GSH fluor	Mcl1 Noxa PPI	RGS8-Gao reg	ABCG2 block	Avidin bead fluor	ABCB1 inh	RGS7-Gao reg
41	CN(C)S(=O)(=O)c1cccc(COC(=O)c2ccc(Cl)cc2O)c1
    -3	·	107	-1	·	11	101	·	·	·	?
42	O=c1cc(N2CCC3(CC2)OCCO3)[nH]c(=O)n1-c1ccc(Br)cc1
    -18	·	101	·	29	11	101	4	8	1.0	102
43	C#CCOCCOCCOCCNc1nc(N2CCN(C(=O)C([C@@H](C)CC)n3cc(C(N)CO)nn3)CC2)nc(N2CCN(C(=O)[C@H](CCC(=O)O)n3cc(C(N)CC(C)C)nn3)CC2)n1 (some centres undefined)
    27	-4	106	·	20	30	103	0	6	0.4	105
44	CCOC(=O)C/C(C)=N\Nc1nc(-c2ccccc2)cs1
    -51	-1	101	11	13	-8	99	0	22	-0.3	101
45	O=C(NC1CCCC1)c1cccc(NC(=O)c2ccco2)c1
    0	0	102	-7	11	0	101	1	18	0.2	97
46	CC(=O)NC1CCC(C(=O)O)(c2ccccc2)C1 (centres undefined)
    -4	-2	102	·	9	-11	99	0	38	0.1	97
47	Cn1nccc1C(=O)NCCN1C(=O)OC(C)(C)C1(C)O (centres undefined)
    9	2	102	-13	50	15	103	2	7	1.0	101
48	CCN1C(=O)c2cccc3c(NC(=O)c4ccc(S(=O)(=O)N(C)C)cc4)ccc1c23
    -5	-2	105	-1	12	14	104	4	14	0.4	110
49	Cc1ccc(N=Nc2c(N)[nH]n3c(=O)c4c(nc23)CCCC4)cc1
    -101	7	91	·	5	-20	97	4	12	0.4	93
50	CC(=O)Nc1c(O)n(C)c2ccccc12
    -9	-7	98	·	31	6	99	52	9	-0.4	98
51	CCC(COC(=O)Nc1ccccc1)NC(=O)OC(C)C (centres undefined)
    -14	1	100	·	23	8	104	1	10	0.0	100
52	CC1(C)CC(C)(c2ccc(O)cc2O)N(c2cccc(Cl)c2)C(=S)N1 (centres undefined)
    -29	-5	97	-11	30	-10	99	0	6	-0.2	99
53	CC(O)CNc1nc2c(c(=O)n(C)c(=O)n2C)n1Cc1cccc(Br)c1 (centres undefined)
    -24	-7	100	12	27	7	101	91*	34	1.2	96

# High-throughput results as filed in PubChem BioAssay.
